From PubChem BioAssay
GPR151 ag: activates the human receptor GPR151; Q8TDV0; PathHunter beta-arrestin GPR151 cells, luminescence; activation, % at 11.2 µM; 650,000 compounds, 1% hits; in the data active = activation above about 4.9%;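 note: 0% = median of compound wells and 100% = cells with positive control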
Target sequence (Q8TDV0 whole entry, looked up): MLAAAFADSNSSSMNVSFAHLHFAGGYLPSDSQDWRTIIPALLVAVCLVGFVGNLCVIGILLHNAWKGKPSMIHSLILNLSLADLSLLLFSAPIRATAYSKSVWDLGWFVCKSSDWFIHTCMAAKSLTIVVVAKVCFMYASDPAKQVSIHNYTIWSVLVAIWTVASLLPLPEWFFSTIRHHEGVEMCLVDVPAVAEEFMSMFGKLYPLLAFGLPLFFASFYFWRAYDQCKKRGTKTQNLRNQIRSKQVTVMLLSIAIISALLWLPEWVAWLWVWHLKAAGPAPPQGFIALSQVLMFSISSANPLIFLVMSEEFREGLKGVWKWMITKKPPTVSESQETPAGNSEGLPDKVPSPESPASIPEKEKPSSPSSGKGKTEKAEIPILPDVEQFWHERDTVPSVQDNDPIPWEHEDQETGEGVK
FBW7 act: human FBW7 E3 ligase activation, primary screen. AlphaScreen FBW7–phospho-cyclin E peptide binding, activator screen. normalized activity (activation), % at 26.1 µM. 650,000 compounds, 0.13% hits. AID 1259310; in the data active = normalized activity above about 1.9%;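 note: purified mutant Fbw7 with reduced substrate affinity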
TEAD-YAP block: TEAD-YAP interaction inhibition; HEK-TIYL cells, TEAD-Gal4/YAP UAS-luciferase luminescence; inhibition, % at 9.12 µM; 640,000 compounds, 1.4% hits; AID 1259422; in the data active = inhibition above about 32%;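 note: 0% = median of test compound wells and 100% = reference inhibitor wells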
MITF inh: human MITF inhibition, primary screen; AlphaScreen MITF homodimerization, bead proximity signal; 650,000 compounds, 0.91% hits; inhibition, % at 2.6 µM; in the data active = inhibition above about 50%;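 note: 0% = vehicle wells with protein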
Target sequence (O75030 whole entry, looked up): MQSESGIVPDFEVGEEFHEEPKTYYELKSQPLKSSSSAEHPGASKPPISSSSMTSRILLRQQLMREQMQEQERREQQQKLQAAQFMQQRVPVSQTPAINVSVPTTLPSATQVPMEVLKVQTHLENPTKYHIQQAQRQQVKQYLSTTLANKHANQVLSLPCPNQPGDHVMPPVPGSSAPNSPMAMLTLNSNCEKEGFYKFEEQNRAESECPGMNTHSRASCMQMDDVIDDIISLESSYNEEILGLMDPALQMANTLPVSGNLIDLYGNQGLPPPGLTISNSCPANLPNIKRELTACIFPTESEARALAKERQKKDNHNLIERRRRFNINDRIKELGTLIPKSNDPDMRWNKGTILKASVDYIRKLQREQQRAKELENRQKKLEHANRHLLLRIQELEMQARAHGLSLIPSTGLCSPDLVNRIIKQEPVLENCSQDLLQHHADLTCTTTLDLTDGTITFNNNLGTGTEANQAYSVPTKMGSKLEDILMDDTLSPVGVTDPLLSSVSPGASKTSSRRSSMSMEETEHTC
Active calls of the source: *; nt = not tested or not shown. Compounds were not picked by outcome; 3.4% or so of the library scored in one or more.

Fields – GPR151 ag	FBW7 act	TEAD-YAP block	MITF inh
O=C(CN1C(=O)C2C3CCC(C3)C2C1=O)Oc1ccc(-c2ccccc2)cc1 (configuration not stated)
 : -0.1	0.2	0	5
COc1ccccc1/C=C/C=N\NC(=O)c1ccccn1
 : -0.1	-0.1	-58	6
Cc1ccc(N)cc1NC(=O)C(C)Sc1nnc(-c2cccnc2)n1-c1ccccc1 (configuration not stated)
 : 1.3	-0.6	-1	3
O=C1c2ccccc2C(=O)N1CCC(=O)N1c2ccccc2Sc2ccccc21
 : -1.3	-0.2	-6	15
COc1cccc(CNCCN(C)C)c1OC
 : 0.3	-0.1	5	12
CC(=O)Nc1ccc(Nc2ccnc(-c3cccc(N)c3)n2)cc1
 : -0.9	0.3	1	0
Nc1c(C(=O)N2CCCCC2)sc(=S)n1CCc1ccccc1
 : -1.4	-0.3	-18	-1
Cc1cccc(N(CC(=O)NC2CCCCCC2)S(C)(=O)=O)c1
 : 1.3	0.1	6	-7
Cc1cccc(C)c1N1CCN(S(=O)(=O)c2ccccc2)CC1
 : -0.4	-0.2	12	-13
COC(c1ccccc1)c1nnc(CCC(=O)N(C)Cc2cccc(-n3cccn3)c2)o1 (configuration not stated)
 : -2.1	-0.1	-61	-4
COc1ccc(CCNc2ccnc(-c3ccc(C(=O)N4CCN(C)CC4)cc3)n2)cc1
 : 1.8	0.3	4	24
Cc1cccc(C(=O)N2CCN(c3ccc([N+](=O)[O-])c(NCc4ccccc4)c3)CC2)c1
 : -0.2	-0.3	-7	7
O=C(CSc1ccsc1[N+](=O)[O-])N1CCC(Cc2ccccc2)CC1
 : -1.9	0.1	-6	8
CC(C)c1ccc(NS(=O)(=O)c2ccc3c(c2)CCC(=O)N3)cc1
 : 0.7	-0.1	3	6
CCOC(=O)CN(Cc1sccc1C)C(=O)Nc1ccc(C)c(C)c1
 : -0.2	-0.1	4	8
C=CCOC(=O)C1=C(C)Nc2c(c(=O)n(C)c(=O)n2C)C1c1cccc(C)c1 (configuration not stated)
 : 1.0	-0.4	-7	6
CC1CCc2c(sc3ncnc(NCCCN4CCOCC4)c23)C1 (configuration not stated)
 : -0.3	-0.2	-3	-8
O=C(CCCNC(=O)c1c(F)cccc1F)Nc1cccc2cccnc12
 : -0.1	0.0	-4	5
CCOC(=O)CCN(Cc1ccccc1)S(=O)(=O)c1cccc(Cl)c1
 : -0.7	0.9	0	12
COc1ccc(C(=O)CCN2CCC(C)CC2)cc1
 : 2.0	-0.1	-1	1

Pulled by structure from the entries so far (3):
Fields – GPR151 ag	FBW7 act	TEAD-YAP block	MITF inh
COc1ccc(CCNc2ccnc(-c3ccc(C(=O)N4CCN(C)CC4)cc3)n2)cc1
 : 1.8	0.3	4	24
O=C1c2ccccc2C(=O)N1CCC(=O)N1c2ccccc2Sc2ccccc21
 : -1.3	-0.2	-6	15
O=C(CN1C(=O)C2C3CCC(C3)C2C1=O)Oc1ccc(-c2ccccc2)cc1 (configuration not stated)
 : -0.1	0.2	0	5

The listing continues.
Fields – GPR151 ag	FBW7 act	TEAD-YAP block	MITF inh
COc1ccc(-c2nc3nnc(N)nc3nc2-c2ccc(OC)cc2)cc1
 : 1.3	-0.1	-12	7
CCOC(=O)C1CCCN(C(=O)Cn2nc(C(F)(F)F)c3cccn3c2=O)C1 (configuration not stated)
 : 1.2	-0.1	9	-8
CC1CCN(C(=O)Cc2nn(C)c(=O)c3ccccc23)CC1
 : -0.9	0.3	15	3
COc1ccc(Cl)cc1N1C(=O)CSC1c1ccc(C(C)(C)C)cc1 (configuration not stated)
 : 0.1	-0.1	-2	-9
COc1ccc(/C(C)=C2\SC(=S)N(CCC(=O)O)C2=O)cc1
 : -0.6	0.0	3	-5
Nc1nnnn1/N=C\c1ccc(-c2ccc([N+](=O)[O-])cc2Br)o1
 : 1.5	-0.1	11	-9
O=C(/C=C/c1ccccc1)N1CCN(S(=O)(=O)c2cccc([N+](=O)[O-])c2)CC1
 : -0.7	0.0	-2	10
O=C1c2oc3ccc(F)cc3c(=O)c2C(c2ccncc2)N1c1ccccn1 (configuration not stated)
 : -1.2	0.1	-1	-10
CCOCCn1c(=O)c2c(nc3n(-c4ccc(F)cc4)c(C)cn23)n(C)c1=O
 : -1.0	0.2	-4	2
O=C(c1ccc(Br)cc1)C1C2C(=O)C3OCC(O3)C12 (configuration not stated)
 : 8.0*	0.0	-23	-4
CCCc1[nH]nc2c1C(c1ccccc1F)C(C#N)=C(N)O2 (configuration not stated)
 : -0.1	0.3	5	-10
Cc1onc(-c2ccccc2Cl)c1C(=O)NCc1nc(-c2ccccc2)no1
 : 1.2	-0.2	6	1
COc1cccc2c1Oc1nc(-c3ccc(O)cc3)[nH]c(=O)c1C2
 : -0.8	-0.1	2	22
CC1=CC(C)(C)NC(=S)N1c1ccc(C)cc1
 : -0.3	-0.2	3	2
CCOC(=O)c1c(NC(=O)c2nn3c(c2Cl)NC(c2ccc(Br)cc2)CC3C(F)(F)F)sc2c1CCC2 (configuration not stated)
 : 0.6	0.0	2	-3
CNC(=O)COC(=O)c1ccc(SC)cc1OC
 : 2.1	-0.1	3	-2
CCOC(=O)c1c(NC(=O)CSc2nnc(CNC(=O)c3ccc(C)c([N+](=O)[O-])c3)n2-c2ccccc2OC)sc2c1CCC2
 : -0.8	0.0	3	-7
O=C(c1cc(S(=O)(=O)N2CCc3ccccc32)ccc1F)N1CC(=O)N(CCc2ccccc2)C(=O)C1
 : 0.9	-0.1	-9	-2
Cc1cc(C(=O)N2CCC(C(Cc3ccccc3)N(C)C(=O)c3ccccn3)CC2)n[nH]1 (configuration not stated)
 : 1.1	0.0	3	8
CCCN(CCC1(Cc2ccccc2)CCOC(C)(C)C1)Cc1ccc(N(C)C)cc1 (configuration not stated)
 : 0.1	-0.2	17	10
CCOc1ccc(C(=O)C(C)=O)c(OCC)c1
 : 1.7	-0.1	4	-10
C=CCOCCNC(=O)C1C2C=CC(C2)C1C(=O)O (configuration not stated)
 : 4.9	-0.2	7	-3
Cc1cccc(C(=O)Oc2ccccc2C(=S)N2CCOCC2)c1
 : 0.7	-0.1	5	0
Cc1cc(OCC(=O)NNC(=O)c2cc3ccccc3o2)ccc1Cl
 : 0.4	0.8	8	7
CC(=O)c1ccc(NC(=O)C2CCN(C(=O)N3CC(C)Oc4ccccc43)CC2)cc1 (configuration not stated)
 : -0.7	0.1	-10	-5
Cc1ccc(NC(=S)N2CCC(O)CC2)c(C)c1
 : 0.0	1.0	-3	13
COC(=O)CCCNC(=O)c1cc(COc2ccc(F)cc2Cl)on1
 : -0.7	0.1	-15	9
COc1ccc(-c2noc(CC(=O)NCc3cccnc3)n2)cc1
 : -0.1	0.2	4	-5
CCC(C)c1ccccc1NC(=O)c1cccnc1 (configuration not stated)
 : -1.7	0.8	3	22
Cc1ccc(CN(C)C2CCN(C)CC2)o1
 : 0.8	0.0	2	6
CCNC(=O)CN(c1ccc(C)c(C)c1)S(=O)(=O)c1ccccc1
 : 1.8	-0.1	4	0
O=[N+]([O-])c1ccc(O)c(CNc2ccc(F)c(Cl)c2)c1
 : -0.2	0.0	-5	-1
CC1(c2ccccc2)CC(c2ccccc2)=Nc2ccccc2N1 (configuration not stated)
 : -2.1	-0.6	-41	2
O=c1oc2ccccc2c(O)c1/C=N/c1nc2ccc([N+](=O)[O-])cc2s1
 : -0.4	-0.1	1	1
CCOc1ccc(NC(=O)c2ccnc(N3CCCCC3)c2)cc1
 : -1.0	0.1	-11	-2
O=C(CSCc1nc2c(nnn2Cc2ccc(F)cc2)c(=O)[nH]1)NC1CCCCCC1
 : 0.0	0.1	0	10
COc1ccc2c(c1)C(C)=CC(C)(C)N2C(=O)CSc1ccccn1
 : -0.9	-0.1	-4	-2
CCN1CCN(C(c2cccs2)C(C)NC(=O)C(=O)N(CC)CC)CC1 (configuration not stated)
 : -0.5	0.0	7	11
CCCOc1ccc(CSCCN=C(N)N)cc1
 : 0.7	-0.2	18	1
Cc1ccc(C(=O)Nc2ccc3c(c2)C(=O)N(C)C3=O)cc1Cl
 : 0.1	-0.1	0	-2

The final 3 records of the part above are carried over, then new ones follow:
Fields – GPR151 ag	FBW7 act	TEAD-YAP block	MITF inh
CCN1CCN(C(c2cccs2)C(C)NC(=O)C(=O)N(CC)CC)CC1 (configuration not stated)
 : -0.5	0.0	7	11
CCCOc1ccc(CSCCN=C(N)N)cc1
 : 0.7	-0.2	18	1
Cc1ccc(C(=O)Nc2ccc3c(c2)C(=O)N(C)C3=O)cc1Cl
 : 0.1	-0.1	0	-2
CC1=NCCN1S(=O)(=O)c1ccc(C)cc1
 : -0.1	-0.1	3	-3
CCCc1nn(CC(=O)NCc2nc3ccccc3n2C)c(=O)c2cc3ccsc3n12
 : 0.8	0.1	-5	-2
CCN1CCN(c2nc3ccccc3nc2NS(=O)(=O)c2ccc(C)cc2)CC1
 : 1.0	-0.1	-12	9
CSCC[C@H](NC(=O)Cc1ccc(F)cc1)c1nc2ccccc2[nH]1
 : 2.0	-0.2	18	9
Cc1ccccc1C(c1c(C)[nH][nH]c1=O)C(C#N)C#N (configuration not stated)
 : -0.7	0.0	3	-3
O=C(NCc1cccc(C(F)(F)F)c1)c1ccnc(NCCN2CCOCC2)c1
 : 0.0	-0.2	-7	13
CCOCCOC(=O)C1=C(C)NC2=C(C(=O)CCC2)C1c1ccccc1OC (configuration not stated)
 : 1.4	0.0	-2	-30
CC/C(C)=N/NC(=O)c1ccc(Cl)cc1
 : 0.6	0.1	-13	6
Cc1cc(C)c(CN2CCN(C3CCN(C(C)C)CC3)C(CCO)C2)cc1C (configuration not stated)
 : -0.7	-0.1	1	-2
Cc1ccc(-c2nc3ncccc3o2)cc1NC(=S)NC(=O)c1ccc(F)cc1
 : 0.9	-0.2	-6	-5
Cc1ccc(NC(=O)C(=O)NCCO)cc1
 : 0.2	0.1	-15	11
CCCCN(CC)Cc1c(O)ccc2c(-c3ccccc3)cc(=O)oc12
 : -1.0	0.9	1	11
CC(=O)c1cccc(-c2cc(NCc3ccccc3)nc(N)n2)c1
 : -0.8	0.1	-43	12
COc1cc(OC)cc(C(=O)Nc2cc(-c3nc4cc(C)ccc4o3)ccc2C)c1
 : 0.5	-0.1	-12	-5
CCc1cc2cc(OC)ccc2nc1SCC(=O)NNC(C)=O
 : 0.0	0.1	-19	22
O=C(Nc1cc(Oc2ccccc2)cc([N+](=O)[O-])c1)c1nc2nc(-c3ccccc3)cc(C(F)(F)F)n2n1
 : -0.9	0.0	8	-11
CC(NC(=O)c1ccncc1)C(c1cccs1)N1CCOCC1 (configuration not stated)
 : 0.8	-0.1	-4	5
O=C(Nc1ccc(Cl)c(NC(=O)c2ccccc2)c1)c1cccc(I)c1
 : 0.8	0.1	1	4
C=C(C)[C@@H]1CC=C(CN[C@@H]2C[C@@H](C(=O)NCCOC)N(C3Cc4ccccc4C3)C2)CC1
 : 0.1	0.3	3	11
CC(=O)Nc1ccc(Nc2nc(-c3ccc(N4CCN(C)CC4)cc3)nc3c2ncn3Cc2ccc(C(F)(F)F)cc2)cc1
 : 0.1	0.1	-7	-26
O=C(c1ccc2snnc2c1)N(CCO)c1ccccc1
 : -0.2	0.3	-5	11
N#Cc1c(C(F)(F)F)cc(=O)n2c1[nH]c1ccccc12
 : -3.6	0.1	-9	1
Cc1nnc2sc(SCC(=O)Nc3cccc(Cl)c3)nn2c1=O
 : 0.3	-1.8	4	10
CCOC(=O)C1=C(N)OC2=C(C(=O)CC(c3ccccc3)C2)C1c1ccc(OC)cc1 (configuration not stated)
 : -1.2	-0.1	-10	-14
O=C(O)/C=C/C(=O)Nc1ccc(F)cc1
 : 0.0	0.0	-7	16
CC(C)[C@H](NC(=O)[C@@H]1CCC(=O)N1)C(=O)N[C@@H](CC(N)=O)C(=O)N[C@@H](Cc1ccccc1)C(=O)N[C@@H](CO)C(=O)N[C@H](C(=O)NCC(=O)N[C@@H](Cc1c[nH]c2ccccc12)C(N)=O)[C@@H](C)O
 : 0.3	0.1	nt	-10
O=C1N[C@H](C(=O)N2Cc3ccccc3OC(c3ccccc3)C2)CS1 (some centres not stated)
 : 0.3	0.0	-2	7
Cc1cc2c(c(=O)[nH]1)C(=O)O/C2=C\c1c(C)[nH]c(C#N)c1C
 : 0.2	-0.1	-2	19
CN(CCc1ccccn1)C(=O)CCC1CCCN(S(=O)(=O)CC(F)(F)F)C1 (configuration not stated)
 : 1.2	0.0	1	-13
O=C1C(=O)N(CCO)C(c2cccnc2)/C1=C(/O)c1ccc(Cl)cc1 (configuration not stated)
 : 1.3	0.3	0	1
O=C(C1=C(O)C(=O)N(c2ncccn2)C1c1cccc(Br)c1)c1ccco1 (configuration not stated)
 : 0.8	0.0	-14	13
C=CCn1c(=N)c(C(=O)OCC)cc2c(=O)n3cccc(C)c3nc21
 : -0.7	-0.2	8	14
COc1cc(-c2nc3ccc(C(=O)NC4CC4)cc3nc2-c2cc(OC)c(OC)c(OC)c2)cc(OC)c1OC
 : -2.2	0.0	-9	7
O=C(C1CCN(S(=O)(=O)N2CCOCC2)CC1)N1CCCCCC1
 : 2.0	0.0	4	7
Cc1ccccc1-c1ccc(C(=O)NCCN2CCOCC2)c(NCc2cccnc2)n1
 : -0.7	0.2	-8	-8
CCCCc1nc2c(c3c1C[C@H](C)OC3)CN(C(=O)NCc1ccco1)CC2
 : 0.9	-0.1	nt	5
COc1cc(=O)n2c(c1C(=O)NCc1nonc1C)CCN(Cc1cccs1)CC2
 : -1.5	0.1	2	-15
C/C(CC(=O)Nc1cccc(Br)c1)=N\NC(=O)c1ccncc1
 : -0.3	-0.1	1	4
